Screens from PubChem.
DT40 TDP1 no CPT: qHTS for Inhibitors of human tyrosyl-DNA phosphodiesterase 1 (TDP1): qHTS in cells in absence of CPT; Potency, µM (highest dose often 46.2 µM), for the others: at the top dose activity change, negative = growth inhibition, usual class: inhibitors; AID 686978, 2013; DT40 Tdp1-/- hTDP1 cells, no CPT, ATP luminescence, 48 h; 420,000 compounds, 15% hits; note: nearly all actives have a fitted effect of over 55% in size
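Stably hTDP1-transfected Tdp1-null chicken DT40 cells were treated with library compounds minus camptothecin and grown for at least 48 hr at 37 °C, after which cellular ATP was quantified by luminescence.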
TDP1 cell CPT: growth inhibition of DT40 Tdp1-/-;hTDP1 cells with camptothecin (screen for TDP1 inhibitors). chicken DT40 Tdp1-/-;hTDP1 cells + 20 nM CPT, ATP luminescence, 48 h. 420,000 compounds, 12% hits. Potency, µM (top dose mostly 46.2 µM), inactives show top-dose activity change, negative = growth inhibition, usual class: inhibitors. AID 686979; note: nearly all actives have a fitted effect of over 55% in size
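Chicken DT40 Tdp1-/- cells stably complemented with human TDP1 were seeded at 400 cells/well in medium containing 20 nM camptothecin, exposed to pin-transferred compounds, and grown at 37 °C for at least 48 hr. Viability was read as ATP luminescence.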
KAT2A inh: GCN5L2 (KAT2A) acetyltransferase inhibition; Q92830; GCN5L2 HAT assay, ThioGlo1 CoA-SH fluorescence; Potency, µM (highest dose often 58.9 µM), for inactives: top-dose activity change, negative = inhibition, actives largely listed as inhibitors; 390,000 compounds, 0.21% hits; AID 504327
Target sequence (Q92830 whole entry, looked up): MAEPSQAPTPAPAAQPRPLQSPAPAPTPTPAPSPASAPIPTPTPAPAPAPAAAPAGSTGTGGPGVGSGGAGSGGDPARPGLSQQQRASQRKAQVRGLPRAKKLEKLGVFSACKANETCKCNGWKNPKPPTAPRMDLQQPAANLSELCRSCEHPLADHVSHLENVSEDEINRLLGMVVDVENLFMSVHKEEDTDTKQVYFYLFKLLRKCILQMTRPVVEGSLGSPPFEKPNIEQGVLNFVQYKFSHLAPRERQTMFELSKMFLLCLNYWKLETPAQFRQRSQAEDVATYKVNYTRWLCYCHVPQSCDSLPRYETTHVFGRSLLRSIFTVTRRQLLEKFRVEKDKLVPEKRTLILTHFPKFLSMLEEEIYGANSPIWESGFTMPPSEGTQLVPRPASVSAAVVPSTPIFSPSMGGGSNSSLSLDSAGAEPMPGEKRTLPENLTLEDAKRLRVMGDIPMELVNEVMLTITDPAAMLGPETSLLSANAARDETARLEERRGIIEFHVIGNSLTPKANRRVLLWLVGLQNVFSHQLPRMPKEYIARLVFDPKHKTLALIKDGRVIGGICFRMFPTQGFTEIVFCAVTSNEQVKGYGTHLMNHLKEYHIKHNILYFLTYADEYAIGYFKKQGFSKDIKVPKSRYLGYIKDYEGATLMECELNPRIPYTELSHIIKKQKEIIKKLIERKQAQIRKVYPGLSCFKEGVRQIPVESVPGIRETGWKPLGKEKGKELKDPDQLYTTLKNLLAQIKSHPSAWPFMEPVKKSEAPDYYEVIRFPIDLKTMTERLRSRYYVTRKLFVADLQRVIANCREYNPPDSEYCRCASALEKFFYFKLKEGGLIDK
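Fluorescence readout, Ex340nm/Em540nm: ThioGlo1 (50uM final) reacts with free CoA thiol released as 20nM GCN5L2 acetylates H3(1-25) peptide (75uM) using acetyl-CoA (70uM). Compound and enzyme sat 15 min beforehand; 20 min room-temperature reaction.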
The depositor's hits bear a star; ? = inconclusive; · = no result given; [ ] = another dose, or the depositor's remark. Calls come from the whole dose curve; as a rule, active = well fitted curve in the direction sought with a large enough effect; inconclusive = small, poorly fitted or top-dose-only effect, or another doubt; inactive = no such curve, though single readings can be large; an effect the other way counts as inactive or inconclusive. % is set by controls: 0 for no effect and ±100 for the full control effect; potency is the fitted concentration of half-maximal effect.

mol | DT40 TDP1 no CPT | KAT2A inh | TDP1 cell CPT
COc1cccc2cc(C(=O)NCc3ccccc3Cl)c(=O)oc12 | 0% | 2% | 10%
Cn1c(=S)[nH]c2scc(-c3cccs3)c2c1=O | ? | -16% | -14%
Nc1oc2ccccc2c(=O)c1-c1ccc2c(c1)OCO2 | ? | -1% | 18µM*
O=S(=O)(c1ccccc1)N1CCC2(CCCN(c3ccncc3)C2)CC1 | 1.2µM* | 10% | 2.1µM*
CCOc1ccc(-c2n[nH]c(=S)o2)cc1 | -10% | 1% | 2%
O=c1oc2ccccc2c(NCc2ccccc2)c1[N+](=O)[O-] | -14% | -2% | -20%
CN(CC1CCCN(CCc2ccc(Cl)cc2)C1)C(=O)C(=O)c1ccco1 (configuration not stated) | -14% | -29% | -11%
CC(C)(C)c1ccc2c(c1)OC(C(=O)N/N=C/c1ccc([N+](=O)[O-])o1)CO2 (configuration not stated) | 12µM* | 0% | 16µM*
O=C1OC(c2ccccc2)c2ccc3ccccc3c21 (configuration not stated) | -6% | -6% | ?
Cc1[nH]c2c(C)cccc2c(=O)c1Br | ? | -8% | ?
COc1ccccc1C(=O)CSc1cccc[n+]1[O-] | 0% | -2% | 3%
CCN(CC)CCn1c(/N=C/c2ccc(OC)c(OC)c2)nc2ccccc21 | -21% | · | -2%
COC(=O)c1ccc(C2=NOC(C)(c3sc(-c4ccc(Cl)cc4)nc3C)C2)cc1 (configuration not stated) | ? | 24% | ?
Cc1ccc(CNC(=O)NC2COc3ccccc3C2)cc1 (configuration not stated) | -22% | -4% | -10%
O=C(OCc1ccc([N+](=O)[O-])cc1)c1cnc(Cl)c(Cl)c1 | -6% | -4% | 3%
CC(=O)Nc1ccc(CNc2nc3cc(-c4ccsc4)sc3c(=O)n2C)cc1 | ? | · | -24%
COc1ccccc1C(=O)NC1=NC(c2ccc(Br)cc2)CC(=O)N1 (configuration not stated) | ? | -6% | ?
N#C/C(=C\c1ccccc1)C(=O)NNS(=O)(=O)c1cccc([N+](=O)[O-])c1 | 3% | -25% | ?
CCCc1cnc2c(c1SCC(=O)NCc1ccc(C)cc1)c(=O)n(C)c(=O)n2C | -17% | -11% | -8%
O=C(CCc1nnc(C2(c3ccc(Cl)cc3)CCC2)o1)NCCCn1cccn1 | 6% | -6% | 10%
CC(C)C1C(=O)N(Cc2cn(CCC3OCCO3)nn2)CCS(=O)(=O)N1Cc1ccc(-c2ccc(F)cc2)cc1 (configuration not stated) | ? | · | ?
Cc1noc(C)c1NC(=O)N(C)C[C@@H]1Oc2c(NC(=O)NC(C)C)cccc2C(=O)N([C@@H](C)CO)C[C@@H]1C | 1% | -2% | 22%
Cc1ccc(NC(=O)c2nsc(Cl)c2Cl)cc1 | -6% | -1% | -3%
O=C(CN1C(=O)C2C3C=CC(C3)C2C1=O)OCC(=O)c1ccc(Cl)cc1 (configuration not stated) | 15% | -20% | -10%
O=c1cc(N2CCN(c3ccccc3Cl)CC2)[nH]c(=O)n1Cc1ccc(F)cc1 | 1.5µM* | 24% | 4.6µM*
NC(=S)N/N=C/c1cc([N+](=O)[O-])ccc1Cl | -16% | 2% | -6%
Cn1c(/N=C/c2c[nH]c3ccccc23)nc2ccccc21 | -23% | -5% | -17%
Cc1cc(Br)ccc1NC(=O)CN(C)C(=O)CSC(=S)N1CCCC1 | ? | -11% | -22%
N#C/C=C/C(=C\Nc1ccc(Cl)cc1)S(=O)(=O)c1ccccc1 | -14% | -6% | -10%
Cc1cc(NC(=O)Cn2nc(C(=O)O)c3ccccc3c2=O)ccc1Br | -8% | 0% | 1%

mol | DT40 TDP1 no CPT | KAT2A inh | TDP1 cell CPT
CSc1ccccc1C(=O)N1CCN(c2cccc(Cl)c2)CC1 | ? | -9% | ?
Oc1ccc2ccccc2c1N=Nc1ccccc1F | ? | -7% | 3%
Cc1nccn1CCCNC(=O)C1CCC(=O)N(Cc2ccccc2F)C1 (configuration not stated) | 19% | -2% | -1%
CNC(=O)N1CCN(C(=O)NC)CC1 | -6% | 0% | -7%
COc1ccccc1OCC(=O)Nc1c2c(nn1-c1ccc(F)cc1)CS(=O)(=O)C2 | -2% | -3% | -5%
CC(=O)c1cccc(NCC(=O)Nc2cc(S(=O)(=O)N3CCCCC3)ccc2C)c1 | ? | -2% | 16µM*
CCOC(=O)/C(C#N)=C/N=c1ccc(C)cn1C | 15% | -21% | 11%
O=C(NC1CCCCC1)N1CCN(CCc2ccccc2)CC1 | -12% | -20% | -1%
C[N+](C)(CCCCCI)c1ccc(/C=C/c2nc3ccccc3s2)cc1 | 0.56µM* | · | 1µM*
N#CCCN1CCN(C(=S)c2ccc(-c3ccc(Cl)c(Cl)c3)o2)CC1 | ? | -8% | 26µM*
Cc1ccc(S(=O)(=O)Nc2cccc(-c3ccc4nnc(C)n4n3)c2)s1 | ? | 0% | -28%
O=C(COC(=O)CCC(=O)c1cccs1)Nc1ccccc1[N+](=O)[O-] | -1% | -2% | -3%
COc1ccccc1OC(=O)c1cc2ccccc2oc1=O | -15% | -1% | 42%[activator]
O=C(NC1CC2CCC(C1)N2C(=O)NCc1ccccc1)NC12CC3CC(CC(C3)C1)C2 (configuration not stated) | ? | ? | -19%
Cc1c(O)c(C)c2c(c1O)C(=O)C[C@@H](c1ccccc1)O2 | ? | -1% | ?
CCCOC(=O)C(C)n1cnc2sc(C)c(C)c2c1=O (configuration not stated) | ? | -13% | ?
S=c1nc2ccccc2c2nc(-c3ccccc3Cl)[nH]n12 | 3.7µM* | 16% | 3.3µM*
COc1cccc(COc2ccccc2C2Nc3ccc(Br)cc3C(=O)N2NC(=O)c2ccncc2)c1 (configuration not stated) | ? | 1% | ?
COc1cccc(CN(C(=O)c2ccccc2Cl)C2CCS(=O)(=O)C2)c1 (configuration not stated) | 1% | -3% | -9%
O=C(Nc1cccc(OC(F)(F)F)c1)C1Cc2c(-c3ccco3)ccnc2O1 (configuration not stated) | 18µM* | · | ?
C=CC1=C(C)/C(=C/c2[nH]c(Cc3[nH]c(/C=C4\NC(=O)C(C)=C4C=C)c(C)c3CCC(=O)O)c(CCC(=O)O)c2C)NC1=O | -14% | -12% | -49%
CC(=O)NC1=NN(C(C)=O)C(c2ccc(F)cc2)S1 (configuration not stated) | -33% | -8% | 2.6µM*
c1ccc2c(c1)CCCN2c1nc2ccccc2n2cnnc12 | ? | -2% | ?
Cc1cc(N2CCC(C)CC2)nc2ccc(NC(=O)Cc3c(F)cccc3Cl)cc12 | ? | 10% | ?
COc1ccc(N2CCN(C(=O)CN(Cc3ccccc3)S(C)(=O)=O)CC2)cc1 | -19% | -10% | -26%
O=C(CN1CCOCC1)NCCC12CC3CC(CC(C3)C1)C2 | ? | -4% | -22%
Cc1cc(NC(=O)CCC(=O)N(c2ccccc2)C(C(=O)NC2CCCC2)c2ccccc2)no1 (configuration not stated) | -27% | -7% | 3%
Cc1ccc(S(=O)(=O)NC(C)C(=O)NCc2ccc(Cl)cc2)cc1 (configuration not stated) | ? | · | ?
CCC1=C(OC(=O)N(CC)CC)N2C(=O)OC(=NCC(=O)OC)[C@]2(C)[C@H]2C1=CC[C@H]1C(=O)NC(=O)[C@H]12 | -5% | -3% | -3%
CCOC(=O)[C@]12CCCC=C1N(Cc1ccc3c(c1)OCO3)C(=O)[C@H](CC(=O)N1CCOCC1)C2 | -25% | · | ?

mol | DT40 TDP1 no CPT | KAT2A inh | TDP1 cell CPT
CCN(Cc1ccccc1)S(=O)(=O)c1ccc(F)c(C(=O)Nc2cc(C(F)(F)F)ccc2Cl)c1 | 23µM* | -13% | 16µM*
COc1cccc(NC(=O)CCCn2c(=S)[nH]c3ccccc3c2=O)c1 | -21% | 0% | -29%
Cc1ccc(Oc2ncccc2NC(=O)CCCC(=O)O)c2c1CCC2 | -20% | -13% | 19%
O=[N+]([O-])c1ccccc1CNC1CCCc2ccccc21 (configuration not stated) | ? | -18% | 3%
CN(C)CCC(=O)N1c2ccccc2Sc2ccc(Cl)cc21 | -28% | 0% | -7%
CCCOc1ccc(-c2nn(-c3ccccc3)cc2C2NC(=O)NC(C)=C2C(=O)OC)cc1 (configuration not stated) | 16µM* | -8% | ?
Cc1cccc(C=Nc2ccc3c(c2)oc2ccccc23)c1O | -14% | 1% | -6%
COc1cc(C=C2C(=O)OC(c3ccccc3)OC2=O)cc(Br)c1O (configuration not stated) | 23µM* | -14% | ?
CCSC1=NC2(CCN(C(=O)NC3CCCCC3)CC2)N=C1c1ccc(Cl)cc1 | -3% | 29% | 2%
COc1cccc(-c2c(C(=O)N/N=C/c3ccc(C)s3)nnn2-c2nonc2N)c1 | -21% | -16% | -1%
O=S(=O)(Nc1ccc(Cl)cn1)c1cccc(S(=O)(=O)c2ccccc2)c1 | ? | -8% | -3%
CCOc1ccccc1NC(=S)N(CCC(C)C)C1CCN(C(C)=O)CC1 | ? | -1% | 7%
CCN(CC)C(=O)Nc1ccc(C(=O)OC)cc1 | 4% | 3% | -15%
CC(C)COC(=O)C(C#N)c1nc2ccccc2nc1N1CCN(Cc2ccccc2)CC1 (configuration not stated) | ? | -5% | ?
Cc1cccc(Nc2nc(-c3sc(C)nc3C)cs2)c1 | 16µM* | -13% | ?
O=C(NC1CCCCC1)C(c1ccco1)N(C(=O)c1csnn1)C1CCCC1 (configuration not stated) | 16µM* | 0% | ?
COc1ccc(-n2c(SCC(N)=O)nnc2-c2ccco2)cc1 | 9% | -13% | 0%
CC(=O)c1cnc2c(C(=O)O)cnn2c1C | 1% | 35% | 7%
Cc1nn(CC(=O)N2CCN(c3ccccc3)CC2)c(=O)c2cc3cc(F)ccc3n12 | -1% | -5% | 19%
Cc1ccc(S(=O)(=O)N(C)C)cc1NC(=O)CSc1nnnn1-c1ccc(O)cc1 | ? | -15% | ?
CCOC(=O)c1ccc(NC(=O)NCCc2cnc[nH]2)cc1 | 0% | 1% | -6%
O=C(NCc1ccccn1)Nc1cccc(NC(=O)NCc2ccccn2)c1 | -5% | -2% | -26%
CC(NC(=O)C1CCC(=O)N1Cc1ccc(F)cc1)c1ccc2c(c1)OCCO2 (configuration not stated) | -21% | 0% | -10%
Cc1cccc2nc(CSc3nnc4ccccn34)cn12 | 1% | · | -5%
COC(=O)c1cc(OC)c(OC)cc1NC(=S)N1CCCC1 | 0% | -9% | 3%
COc1nc(OC)nc(N2CCC(C(=O)NCc3ccco3)CC2)n1 | -1% | -4% | -25%
O=C(O)CCc1nc(-c2ccccc2Cl)no1 | -2% | -4% | 8%
OC[C@@H]1CN(Cc2ccc(Cl)cc2)C[C@H](n2cnc3c(NC4CCC4)ncnc32)O1 | ? | · | ?
C1=CCN(c2nc(N3CCOCC3)nc(N3CCCc4ccccc43)n2)CC1 | ? | · | ?
Nc1cc(=O)[nH]c(SCC(=O)Nc2cc([N+](=O)[O-])ccc2Cl)n1 | ? | 0% | ?

Some of these compounds in order of count of non-hydrogen atoms, lowest first.
mol | DT40 TDP1 no CPT | KAT2A inh | TDP1 cell CPT
COc1ccc(-n2c(SCC(N)=O)nnc2-c2ccco2)cc1 | 9% | -13% | 0%
CC(C)(C)c1ccc2c(c1)OC(C(=O)N/N=C/c1ccc([N+](=O)[O-])o1)CO2 (configuration not stated) | 12µM* | 0% | 16µM*
C1=CCN(c2nc(N3CCOCC3)nc(N3CCCc4ccccc43)n2)CC1 | ? | · | ?

Next results:
mol | DT40 TDP1 no CPT | KAT2A inh | TDP1 cell CPT
O=C1CCCc2ccccc2N1 | 12% | -3% | 7%
Cc1ccc(Cl)cc1N1CCN(C(=O)Cn2ncc3c4ccccc4n(C)c3c2=O)CC1 | -1% | -4% | 6%
CC1COc2ccccc2N1C(=O)c1ccc(F)cc1 (configuration not stated) | 4% | -10% | -12%
O=C(/C=C/c1cccc([N+](=O)[O-])c1)N1CC[C@@]2(O)CCCC[C@H]2C1 | -13% | -6% | -8%
O=C(/C=C/c1ccc([N+](=O)[O-])cc1)OCc1cnc(-c2ccccc2)o1 | -5% | -2% | 3%
O=C(COC(=O)CCSc1ccccc1)NCc1ccccc1Cl | -2% | -10% | 1%
Cc1cccc(NC2CCCCC2NS(=O)(=O)c2ccccc2)c1 (configuration not stated) | -23% | -4% | -27%
COc1cccc(CNC(=O)c2ccccc2-c2ccccc2C(=O)O)c1 | -19% | 1% | -16%

Part of the list above, as labelled records.
molecule: CCOc1ccc(-c2n[nH]c(=S)o2)cc1
  DT40 TDP1 no CPT: -10%	KAT2A inh: 1%	TDP1 cell CPT: 2%
molecule: Cc1ccc(NC(=O)c2nsc(Cl)c2Cl)cc1
  DT40 TDP1 no CPT: -6%	KAT2A inh: -1%	TDP1 cell CPT: -3%
molecule: Cc1c(O)c(C)c2c(c1O)C(=O)C[C@@H](c1ccccc1)O2
  DT40 TDP1 no CPT: ?	KAT2A inh: -1%	TDP1 cell CPT: ?
